BAP1 inh: human BAP1 deubiquitinase inhibition; Q92560; recombinant BAP1, Ub-AMC hydrolysis fluorescence kinetic; active compounds read low; activity remaining (% of control), % at 20 µM; 72,000 tested, 0.48% active; AID 436;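 active = activity remaining at or below 50% of control, provided the compound also passes the data quality filters; inactive = the rest, including low values that fail the filters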;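 note: 100% = DMSO wells rate and 0% = substrate alone blank rate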
HePTP inh: inhibitors of human HePTP phosphatase; inhibition, % at 20 µM; P35236; recombinant HePTP phosphatase activity, OD absorbance; 110,000 tested, 0.64% active; in the data active = inhibition above about 50%;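 note: plate controls were vehicle for no effect and reference inhibitor for full effect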
Target sequence (P35236 whole entry, looked up): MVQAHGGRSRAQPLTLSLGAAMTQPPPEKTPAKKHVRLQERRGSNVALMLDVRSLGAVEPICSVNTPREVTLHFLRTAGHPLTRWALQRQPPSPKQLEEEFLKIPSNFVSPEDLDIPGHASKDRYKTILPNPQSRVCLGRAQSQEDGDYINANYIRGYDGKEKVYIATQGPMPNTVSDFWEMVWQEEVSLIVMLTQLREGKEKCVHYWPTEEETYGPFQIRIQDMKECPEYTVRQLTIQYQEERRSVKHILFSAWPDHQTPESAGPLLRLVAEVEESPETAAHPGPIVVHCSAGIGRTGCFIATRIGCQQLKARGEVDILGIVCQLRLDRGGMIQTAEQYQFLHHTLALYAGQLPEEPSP
* hit, by the source's call; / = not tested or not shown; & = joins results of further samples.

cpd	mol	BAP1 inh	HePTP inh
1	NC(=O)c1ccc(NC(=O)c2ccc(Cl)c(Cl)c2)cc1	/	-11
2	COc1ccc(CN(Cc2nc3ccccc3c(=O)[nH]2)C(=O)C(C)(C)C)cc1	90	6
3	CC(C)CCNC(=O)C(c1ccco1)N(Cc1ccc(F)cc1)C(=O)c1snc(C(N)=O)c1N (stereo not drawn)	138	11
4	CCOC(=O)C1=C(N)n2c(s/c(=C\c3cccnc3)c2=O)=C(C(=O)OCC)C1c1cccnc1 (stereo not drawn)	102	-7
5	Cc1ccccc1NC(=O)CSc1nc(N)c(C#N)cc1C#N	91	8
6	Cn1c(N)c(C(=O)CSc2nc3ccccc3n2-c2ccccc2)c(=O)n(C)c1=O	92	40
7	CSC1=C(C#N)C(CC(C)C)C(C(C)=O)=C(C)N1 (stereo not drawn)	103	-4
8	O=C(c1cccc(F)c1)N1CCN(c2ccccc2)CC1	/	-10
9	O=C(c1ccc(CN2CCOCC2)cc1)N1CCN(C(=O)c2ccc(CN3CCOCC3)cc2)CC1	/	3
10	CC(c1nnc(SCn2nnc3ccccc3c2=O)n1-c1ccc(Cl)cc1)N(C)C (stereo not drawn)	77	10
11	Cc1sc(NC(=O)CSc2nnnn2C2CCCC2)c(C#N)c1C	90	-3
12	O=C(Nc1ccon1)c1cccc(Cl)c1	94	-6
13	Cc1c(-c2ccccc2)n(C)c2ccccc12	80	/
14	CC(C)c1nnc(NC(=O)CCC(=O)NCC2CCCO2)s1 (stereo not drawn)	96	1
15	CC(Oc1ccccc1)C(=O)Nc1cccc([N+](=O)[O-])c1 (stereo not drawn)	/	5
16	Cc1cc(Cl)ccc1OCC(=O)Nc1ccc(Cl)cn1	/	8
17	O=C(NCC(F)(F)F)N1CCOCC1	62	12
18	COc1cccc(C(=O)OC(C)CN2CCCC2)c1 (stereo not drawn)	98	3
19	COc1ccc(/C(O)=C2\C(=O)C(=O)N(c3cc(C)on3)C2c2ccccc2OC)cc1C (stereo not drawn)	/	-9
20	Cc1cc(C)cc(N(C(C)C(=O)Nc2c(C)n(C)n(-c3ccccc3)c2=O)S(C)(=O)=O)c1 (stereo not drawn)	93	10
21	O=C(CCCN1C(=O)c2cccc3cccc(c23)C1=O)Nc1ccc(OC(F)F)cc1	/	-3
22	Cc1c(NC(=O)Cn2nc(C(=O)O)c3ccccc3c2=O)c(=O)n(-c2ccccc2)n1C	90	-9
23	COc1ccc(OC)c(NC(=O)CN(c2ccc(C)c(Cl)c2)S(C)(=O)=O)c1	/	-1
24	CS(=O)(=O)Nc1ccc(OCc2ccccc2)cc1	/	0
25	O=C(Nc1ccc2c(c1)OCCO2)c1c(F)c(F)c(F)c(F)c1F	117	9
26	COc1ccc(S(=O)(=O)Cc2ccc(C(=O)N3CCN(c4cccc(C)c4C)CC3)o2)cc1	90	-4
27	COc1ccccc1OCCCCCNCCO	108	8
28	O=C1c2ccccc2C(=O)N1c1ncc(Cc2ccc(Br)cc2)s1	/	1
29	CCN(Cc1ccccc1)C(=O)CN1C(=O)c2ccccc2C1=O	/	6
30	CCOc1cccc(NC(=O)/C(C#N)=C/c2cn(CC(=O)Nc3ccccc3)c3ccccc23)c1	/	2
31	COc1ccc(C(=O)Nc2ccccc2C(N)=O)cc1[N+](=O)[O-]	/	-6
32	COC(=O)C1CCN(C(=O)COC(=O)Cn2cnnn2)CC1	90	3
33	Cc1cc2ccccc2c(=O)n1CC(=O)NCC(=O)N1CCN(c2cccc(Cl)c2)CC1	77	-3
34	CCc1ccc(NC2=NC(C(=O)NC3CCCCC3)CC(=O)N2)cc1 (stereo not drawn)	106	-4
35	CCOC(=O)c1cc(C(=O)OCC)c2cc(Br)ccc2n1	94	9
36	COc1cccc(-c2cc(C(F)(F)F)nc(N3CCOCC3)n2)c1	/	6
37	COc1cccc(C(=O)Nc2c(F)c(F)c(F)c(F)c2F)c1	153	5
38	COc1ccc(-c2ccc(/C=C3/C(=O)NC(=O)N(c4ccccc4)C3=O)o2)c([N+](=O)[O-])c1	/	9
39	COc1ccc2oc(C)c(C(=O)O)c2c1	/	-10
40	CC(C)(C)OC(=O)NCCc1nnc(S(=O)(=O)Cc2ccc(Cl)cc2Cl)o1	110	6
41	COCCn1c(COc2ccccc2)nnc1SCC(N)=O	93	7
42	CC(=O)c1c(N2CCCC2)nc(=S)n(-c2ccccc2)c1C	/	-3
43	COc1cc2c(c(OC)c1)C(c1ccncc1)CC(=O)N2 (stereo not drawn)	101	7
44	COc1cc(C2NC(=O)NC(C)=C2C(=O)OCc2ccccc2)ccc1O (stereo not drawn)	93	0
45	O=C(O)CSc1cccc2cccnc12	75	7
46	CCOc1cc(C(=O)Nc2c3c(nn2C(C)(C)C)CS(=O)C3)cc(OCC)c1OCC (stereo not drawn)	100	4
47	Cc1ccc(C(C)C)c(OCC(=O)Nc2ccc(Cl)c(NC(=O)c3ccco3)c2)c1	/	4
48	CCOC(=O)Cn1c(=O)oc2cc(S(=O)(=O)Nc3cc(OCC)ccc3OCC)ccc21	116	11
49	CCS(=O)(=O)n1nc(C(=O)N2CCOCC2)nc1N	109	/
50	Cc1ccc(NC(=O)c2ccc(-c3cc(Cl)ccc3Cl)o2)c([N+](=O)[O-])c1	/	-2

Looked up above.
BAP1 inh result of `O=C(O)CSc1cccc2cccnc12` → 75
HePTP inh result of `COc1ccc2oc(C)c(C(=O)O)c2c1` → -10

In the list so far, three have a COOH group:
cpd	mol	BAP1 inh	HePTP inh
22	Cc1c(NC(=O)Cn2nc(C(=O)O)c3ccccc3c2=O)c(=O)n(-c2ccccc2)n1C	90	-9
39	COc1ccc2oc(C)c(C(=O)O)c2c1	/	-10
45	O=C(O)CSc1cccc2cccnc12	75	7

(listing goes on)
cpd	mol	BAP1 inh	HePTP inh
51	CCCc1cc(C(=O)OC)c(NC(=O)c2c(F)cccc2F)s1	/	7
52	CCCCOC(=O)C1=C(C)NC2=C(C(=O)CC(C)(C)C2)C1c1ccc(C)cc1 (stereo not drawn)	/	7
53	O=c1[nH]cnc2c1nc(SCc1ccccc1)n2C1OC(CO)C(O)C1O (stereo not drawn)	67	2
54	Cc1ccc(C(=O)Nc2cccc(NC(=O)c3ccc(C)cc3)n2)cc1	/	-2
55	COc1cc(/C=C(/NC(=O)c2ccccc2)C(=O)NN)cc(OC)c1OC	/	-3
56	CC1=C(C(=O)OCCc2ccccc2)C(c2ccccn2)C2=C(CCCC2=O)N1 (stereo not drawn)	56	/
57	Cc1ccc(C(=O)c2coc3ccc(OCC(=O)O)cc23)cc1	67&50	4
58	COc1cc(C=O)ccc1OCCN1CCOCC1	/	103*
59	Clc1ccc(C=NN2CCN(Cc3ccccc3)CC2)c(Cl)c1	/	5
60	COc1cc(C(=O)Oc2ccc(Cl)cc2C)cc(OC)c1OC	/	6
61	CC(=O)Nc1ccc(-n2c(C)c(C(C)=O)c(C(C)=O)c2C)cc1	105	9
62	O=C(CP(=O)(c1ccccc1)c1ccccc1)N1CCCCC1	91	1&-8
63	O=S(=O)(NCCCNS(=O)(=O)c1ccc(Cl)cc1)c1ccc(Cl)cc1	/	9
64	O=c1[nH]nc(SCc2ccc(Cl)cc2)c(=O)[nH]1	64	-20
65	Cc1noc(C)c1CSc1nc2sc(C)c(C)c2c(=O)n1-c1ccccc1	117	-10
66	COc1ccccc1N1CCN(Cc2nc3ccccc3c(=O)n2CC(C)=O)CC1	/	-19
67	COc1ccc(-n2cnnc2SCC(=O)c2ccc(S(=O)(=O)N3CCOCC3)cc2)cc1	119	3
68	O=C1C=C(N2CCN(C3=CC(=O)CCC3)CC2)CCC1	76	-5
69	O=C(NCc1ccccc1Cl)C1CCN(S(=O)(=O)N2CCCCC2)CC1	120	5
70	COc1ccccc1OC1=NS(=O)(=O)c2ccccc21	104	2
71	Cc1nc(N)sc1C(=O)N/N=C/c1cccc(O)c1	/	-9
72	COc1ccc(CNC(=O)Cn2cnc3c(=O)n(C)c(=O)n(C)c32)cc1	132	5
73	O=C(Oc1cccc(Oc2ccccc2)c1)N1CCOCC1	89	9
74	Cc1ccccc1C(=O)Nc1ccccc1C(=O)N1CCCCC1	/	6
75	COc1ccccc1-c1cc(C(F)(F)F)nc(NCc2ccco2)n1	/	8

3 compounds out of the list above, arranged by the value under HePTP inh, rising.
item | Structure | HePTP inh
68 | O=C1C=C(N2CCN(C3=CC(=O)CCC3)CC2)CCC1 | -5
54 | Cc1ccc(C(=O)Nc2cccc(NC(=O)c3ccc(C)cc3)n2)cc1 | -2
57 | Cc1ccc(C(=O)c2coc3ccc(OCC(=O)O)cc23)cc1 | 4

Continuation.
cpd	mol	BAP1 inh	HePTP inh
76	S=C(c1ccc(-c2ccc(Cl)c(Cl)c2)o1)N1CCCCC1	/	9
77	O=C(C(Cc1ccccc1)n1cccc1)N1CCN(C2CCCCC2)CC1 (stereo not drawn)	90	4
78	CC(=O)NC(c1ccccc1)c1cccnc1 (stereo not drawn)	96	7
79	CCOC(=O)Nc1ccc2c(c1)N(C(=O)CN1CCN3CCCC3C1)c1ccccc1CC2 (stereo not drawn)	96	-7
80	COc1ccccc1OCCNc1cc(N2CCOCC2)ccc1[N+](=O)[O-]	/	-7
81	COc1cccc(C(CC(=O)NCc2ccco2)NS(=O)(=O)c2ccc(C)cc2)c1OC (stereo not drawn)	105	15
82	CCn1c2ccccc2c2cc(NC(=O)COc3ccccc3)ccc21	/	-15
83	CCCCNC(=O)Nc1cc(C(F)(F)F)c[nH]c1=O	105	12
84	O=C(Nc1ccccc1)c1ccccc1NC(=O)c1ccccc1[N+](=O)[O-]	/	5
85	C/C(Cl)=C/Cn1c(=O)c2c(nc(Br)n2Cc2ccccc2)n(C)c1=O	100	4
86	CC(=O)Cc1nsc(NC(=O)c2ccc(-c3cc(C(F)(F)F)ccc3Cl)o2)n1	98	7
87	CCn1c(Cc2c(C)[nH]c3ccccc23)nnc1SCC(N)=O	107	4
88	CCc1c(C)c2ccc(OC(=O)c3ccccc3)cc2oc1=O	/	-7
89	CC(C)c1ccc(C2NN=C(c3ccccc3)S2)cc1 (stereo not drawn)	/	8
90	CSc1nc2[nH]c3c(c2c2nncn12)CC(C)(C)OC3	137	0
91	O=C(NCc1ccccc1)c1cc(-n2cnnc2)ccc1Cl	156	0
92	CCOC(=O)c1sc(NC(=O)c2cc3n(n2)C(C(F)(F)F)CC(c2cccs2)N3)c(C(=O)OCC)c1C (stereo not drawn)	/	1
93	COc1cccc(OCCCOc2ccc(C)cc2C)c1	/	1
94	O=C1CC(c2ccc(Cl)c([N+](=O)[O-])c2)c2cc(Br)c3ccccc3c2N1 (stereo not drawn)	/	10
95	COc1cccc(C2CC(c3ccccc3OC)n3nc(N)nc3N2)c1 (stereo not drawn)	95	8
96	O=C(NCC1(c2ccccc2)CCOCC1)c1ccc(Cl)cc1Cl	/	-2
97	COC(=O)C(NS(C)(=O)=O)(c1c(C)[nH]c2ccccc12)C(F)(F)F (stereo not drawn)	96	9
98	CC/C(=C1/C(=O)N(c2nc3ccccc3s2)N=C1C(F)(F)F)N1CCOCC1	/	7
99	COC(=O)c1[nH]c2ccccc2c1NC(=O)CN1CCC(C(N)=O)(N2CCCCC2)CC1	67	8
100	CC(Oc1cccc(Cl)c1)C(=O)Nc1ccccc1C(=O)N1CCN(Cc2ccccc2)CC1 (stereo not drawn)	/	11

A different layout for 2 compounds above:
Fields – BAP1 inh, HePTP inh
#94 O=C1CC(c2ccc(Cl)c([N+](=O)[O-])c2)c2cc(Br)c3ccccc3c2N1 (stereo not drawn)
→ /, 10
#95 COc1cccc(C2CC(c3ccccc3OC)n3nc(N)nc3N2)c1 (stereo not drawn)
→ 95, 8

Next entries follow:
cpd	mol	BAP1 inh	HePTP inh
101	Cc1ccc(C2CC(C(F)(F)F)n3nc(C(=O)Nc4ccc5c(c4)OCO5)cc3N2)cc1 (stereo not drawn)	90	/
102	Cc1ccc(-c2c(C#N)c(N)nc3c2CCCCC3)o1	/	6
103	COCCOC(=O)CC1=NC(=O)CS1	116	5
104	COc1cc2c(C(=O)NCCCOC(C)C)cn(CC(C)C)c(=O)c2cc1OC	98	7
105	COc1cccc(C=Nc2ccc3c(c2)OCCO3)c1O	92	9
106	COc1ccccc1/C=C/C(=O)c1ccc(Br)cc1	/	10
107	O=C1NC(=O)C(CC(=O)N(Cc2ccco2)C2(C(=O)NC3CCCC3)CCCCC2)N1 (stereo not drawn)	91	-9
108	COc1ccc(CN2CC34C=CC(O3)C(C(=O)O)C4C2=O)cc1 (stereo not drawn)	87	-6
109	Cc1ccc(C)c(N2CCN(C(=O)c3ccccc3Br)CC2)c1	89	2
110	O=C(c1ccco1)N1CCN(C(=O)N2c3ccccc3Sc3ccccc32)CC1	118	7
111	COc1ccc(C2=NOC(C(=O)N3CCCc4ccccc43)C2)cc1 (stereo not drawn)	102	2
112	CC(=O)Oc1ccc(N2C(=O)CCC2=O)cc1	92	10
113	CCOc1ccc(CCNC(=O)CCN2C(=O)COc3ccccc32)cc1OCC	93	-4
114	CCOc1ccc(S(=O)(=O)Nc2ccc(NC(C)=O)cc2)cc1	/	-10
115	CC(C)CC(c1nnnn1Cc1ccco1)N1CCN(C2CCCC2)CC1 (stereo not drawn)	96	-11
116	CCC(C)(C)n1nnnc1C(c1cccs1)N1CCN(c2nc3ccccc3s2)CC1 (stereo not drawn)	59	8
117	COC(=O)c1cc(NC(=O)/C=C/c2cccc([N+](=O)[O-])c2)cc(C(=O)OC)c1	/	-13
118	O=C(NCc1ccc(F)cc1)c1cc2n(n1)C(C(F)(F)F)CC(C1CC1)N2 (stereo not drawn)	96	-7

Source: PubChem (several laboratories)
